Screens from PubChem.
NOD2 RIPK2 PPI: NOD2-RIPK2 binding disruptors in cells, primary screen, fluorescence, CHO cells, BLA complementation; CCF4 ratio; 0.38% of 360,000 active; AID 624267, 2012; inhibition, % at 4.98 µM; Receptor-interacting serine/threonine-protein kinase 2 (Homo sapiens), O43353; in the data active means inhibition above about 21%;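 further: 0% = vehicle only and 100% = reference blocker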
LRH-1 inv ag: LRH-1 (NR5A2) inverse agonists, primary screen, cell-based, luminescence, HEK293T, StAR-luciferase reporter; LRH-1 transfected, 24 h; inhibition, % at 3.6 µM; 0.13% of 360,000 active; AID 602396, 2012; Nuclear receptor subfamily 5 group A member 2 (Homo sapiens), O00482;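 active means inhibition above the mean inhibition of all tested compounds plus 3 SD, cut at about 73% in these data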;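 further: 0% = DMSO wells and 100% = reporter-only cells lacking LRH-1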
TROY NFkB inh: inhibitors of TROY-driven NF-kB signaling, primary screen, Q293 LMP1-TROYcd cells, NF-kB luciferase, uHTS | 0.98% of 360,000 active | Q293 LMP1-TROYcd NF-kB luciferase reporter, 4 h | inhibition, % at 10 µM | AID 1347056, 2019;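 active means compounds whose plate-normalised and pattern-corrected inhibition of the luciferase reporter signal at the single screening dose is 50% or more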
NCOA1 inh: SRC1 coactivator transcriptional activity inhibitors, primary screen, cell-based, luminescence; Nuclear receptor coactivator 1 (Homo sapiens), Q15788; HEK293 GAL4-SRC1 luciferase reporter; inhibition, % at 3.6 µM; 0.12% of 360,000 active;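 active means inhibition above the campaign mean plus 3 SD, with each screening campaign given its own cutoff, cut at about 60% in these data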;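 further: 0% = DMSO treated cells and 100% = gossypol at 36 µM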
Granule exo inh: LAMP-1 surface exposure blockers, TALL-104 cells – cell-based, flow cytometry, MLPCN library, primary screen; inhibition, % at 10 µM; AID 651702, 2012; TALL-104 LAMP-1 surface exposure; cells stimulated with thapsigargin and PMA; 0.66% of 360,000 active;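 active means inhibition above about 55%, limit read from the data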
ABHD5-PLIN5 inh: ABHD5-PLIN5 interaction inhibitors, primary screen, cell lysate, split luciferase complementation, luminescence. Perilipin-5 (Homo sapiens) + 1-acylglycerol-3-phosphate O-acyltransferase ABHD5 (Homo …. Split G. princeps luciferase complementation, 4 h. inhibition, % at 4 µM. 0.78% of 360,000 active;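 active means inhibition above the mean inhibition across every tested compound plus 3 SD, cut at about 22% in these data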;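 further: 0% = DMSO only wells and the 100% control is not disclosed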
Target sequence (Q00G26 whole entry, looked up): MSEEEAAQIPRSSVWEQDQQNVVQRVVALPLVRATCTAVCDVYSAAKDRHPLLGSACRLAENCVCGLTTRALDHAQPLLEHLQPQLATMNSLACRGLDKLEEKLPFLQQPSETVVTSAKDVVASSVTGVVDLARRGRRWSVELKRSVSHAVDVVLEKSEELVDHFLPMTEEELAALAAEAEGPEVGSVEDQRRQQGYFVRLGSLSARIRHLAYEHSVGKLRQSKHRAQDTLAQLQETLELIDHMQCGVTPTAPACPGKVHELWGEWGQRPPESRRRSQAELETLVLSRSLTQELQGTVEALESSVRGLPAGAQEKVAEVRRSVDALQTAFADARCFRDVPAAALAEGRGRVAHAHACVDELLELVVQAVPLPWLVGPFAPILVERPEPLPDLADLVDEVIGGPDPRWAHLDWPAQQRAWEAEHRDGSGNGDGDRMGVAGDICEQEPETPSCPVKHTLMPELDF
Target sequence (Q8WTS1 whole entry, looked up): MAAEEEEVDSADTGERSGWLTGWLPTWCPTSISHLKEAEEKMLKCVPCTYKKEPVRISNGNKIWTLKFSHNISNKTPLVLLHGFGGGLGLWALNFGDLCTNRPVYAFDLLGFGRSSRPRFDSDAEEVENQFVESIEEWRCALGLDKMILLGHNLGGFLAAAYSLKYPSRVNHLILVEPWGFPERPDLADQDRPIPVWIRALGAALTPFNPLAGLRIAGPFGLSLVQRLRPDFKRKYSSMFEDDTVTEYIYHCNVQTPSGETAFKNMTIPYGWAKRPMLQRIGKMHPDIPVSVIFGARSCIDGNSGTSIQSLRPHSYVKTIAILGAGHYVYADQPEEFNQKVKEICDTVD
TLR9-MyD88 block: inhibitors of TLR9-MyD88 association in cells, primary screen, cell-based, CHO, BLA complementation, fluorescence. Toll-like receptor 9 (Homo sapiens) + Myeloid differentiation primary response protein …. CCF4 FRET ratio. inhibition, % at 4.98 µM. 0.21% of 340,000 active;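 active means inhibition above the mean over all tested compounds plus 3 SD, cut at about 21% in these data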;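 further: 0% = DMSO only wells and 100% = clavulanate BLA inhibitor control wells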
NR2F2 inh: NR2F2 transcriptional activity inhibitors, primary screen, cell-based, luciferase reporter, HEK293T, luminescence; 0.7% of 370,000 active; HEK293T NGFI-A luciferase reporter; inhibition, % at 8.6 µM;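 active means inhibition above a per-plate cutoff, mean inhibition of test wells between control levels plus 3 SD, cut at about 38% in these data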;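 further: cells cotransfected with COUP-TFII expression vector driving the NGFI-A reporter; 0% = median of COUP-TF2 test wells and 100% = reporter-only cells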
NCOA2 inhibitor: inhibition of GAL4-SRC2 driven luciferase reporter, primary screen, SRC2 inhibitor project, cell-based, luminescence | 0.17% of 370,000 active | inhibition, % at 9 µM | HEK293 GAL4-SRC2 luciferase reporter | AID 651957, 2012 | Nuclear receptor coactivator 2 (Homo sapiens), Q15596;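 active means inhibition above the mean inhibition of all tested compounds plus 3 SD, set per campaign, cut at about 52% in these data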;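 further: 0% = DMSO treated cells and 100% = cells given Gossypol at 36 µM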
NCOA3 inh: SRC3 coactivator transcriptional activity inhibitors, primary screen, cell-based, luminescence; HEK293 GAL4-SRC3 luciferase reporter; AID 588352, 2011; Nuclear receptor coactivator 3 (Homo sapiens), Q9Y6Q9; inhibition, % at 3.6 µM; 0.17% of 360,000 active;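 active means inhibition above a per-campaign cutoff, the mean of all compounds plus 3 SD, cut at about 60% in these data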;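 further: 0% = DMSO-treated cells and 100% = gossypol-treated cells at 36 µM; higher means less SRC3-driven luciferase light from the GAL4 reporter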
TWEAK-Fn14 inh: inhibitors of TWEAK-Fn14 signaling, primary screen, luciferase reporter cells, uHTS; TWEAK-stimulated Fn14 reporter cells, luciferase luminescence, 8 h; inhibition, % at 10 µM; 2% of 360,000 active; AID 1159606, 2016; in the data active means inhibition above about 50%
An asterisk follows results filed as active; . = no result given. The list is partial; count on the stated rates, not on these rows.

SMILES	NOD2 RIPK2 PPI	LRH-1 inv ag	TROY NFkB inh	NCOA1 inh	Granule exo inh	ABHD5-PLIN5 inh	TLR9-MyD88 block	NR2F2 inh	NCOA2 inhibitor	NCOA3 inh	TWEAK-Fn14 inh
CCCN(CCC)CCCNC(=O)c1cc2c(=O)n(C)c3ccccc3c2n1C	0	-34	-23	4	4	5	-5	-51	-71	23	-24
CCOC(=O)N1CCC(N2CC34C=CC(O3)C(C(=O)Nc3ccc(OCC)cc3)C4C2=O)CC1 (stereo not given)	-9	19	-12	12	-2	-3	-8	7	-6	19	-21
O=C(CNC(=O)c1ccc(Cl)cc1Cl)OCN1C(=O)c2ccccc2C1=O	-2	-11	-18	-14	-3	2	20	-1	8	10	-18
COC(=O)c1ccc2c(=O)n(CCCCCC(=O)NCCNC(C)=O)c(=O)[nH]c2c1	-1	-14	15	5	-3	5	-8	6	-1	-12	6
O=C(CCN1CCN(CCO)CC1)Nc1ccc(Br)cc1	6	12	20	-9	6	6	-4	-14	3	3	5
c1cc(-c2ccc3nncn3c2)ccc1CN1CCOCC1	-4	14	3	18	-9	13	.	-5	-6	-15	-10
CN1CCN(CCCNC(=O)c2ccc3c(c2)N(Cc2ccc(F)cc2)CCS3)CC1	15	12	0	2	6	0	-5	6	-16	-7	15
Cc1ccc2c(c1)c1c(n2CC(O)Cn2nc(C)c(Br)c2C)CCCC1 (stereo not given)	1	0	1	1	6	-8	-8	6	-1	-5	-21
COc1ccc(N2CCN(C(=S)Nc3ccccc3OC)CC2)cc1	14	-6	7	-6	-4	-2	5	-20	-32	6	-6
CC(Oc1ccc(Br)cc1)C(=O)NCc1ccccn1 (stereo not given)	5	8	-4	-26	0	0	-8	22	-18	1	1
O=C(Nc1ccc(O)c(-c2nc3ccccc3s2)c1)C1=COCCO1	-6	14	-23	6	0	2	-6	8	-8	-6	-14
COc1ccc(CN(C)C(=O)c2ccc3c(=O)n4c(nc3c2)CCC4)cc1	-4	3	18	2	-2	1	1	5	-7	11	5
Cc1ccc(CN(CC(=O)NCc2ccc3c(c2)OCO3)C(=O)c2csnn2)cc1	0	8	-4	5	24	5	-8	-8	15	-5	16
CCC(=O)Nc1nc2c(c(=O)[nH]1)CCCC2	-2	9	-1	-13	-1	4	-1	-25	9	-10	-22
Cc1cccc(-c2nc(CS(=O)CC(=O)NC3CCCC3)c(C)o2)c1 (stereo not given)	-17	3	-16	4	4	4	5	-5	19	0	-28
COC(=O)CCC(=O)CN	10	-37	17	-13	-3	-8	-1	-13	-35	-5	-2
CCN(C(=O)Cn1cnc2ccccc2c1=O)C1CCS(=O)(=O)C1 (stereo not given)	-9	3	-4	1	-2	7	-5	6	2	9	8
Cc1nnc(N2C(=O)c3cccc4cccc(c34)C2=O)s1	1	-10	8	-19	4	2	0	19	-9	1	-13
O=C(COC(=O)C1CC(O)CN1S(=O)(=O)c1ccc(Cl)cc1)c1ccccc1Cl (stereo not given)	-3	14	-59	-27	-1	6	-8	3	-1	5	-17
COc1ccc(NC(=O)C(c2ccnc3ccccc23)n2c(=O)c(-c3ccccc3)nc3ccccc32)cc1 (stereo not given)	2	-19	.	.	-5	0	.	12	-17	.	.
CC(=O)Nc1ccc(S(=O)(=O)N2CCC(c3nc4ccc(C)cc4[nH]3)CC2)cc1	-3	9	6	-7	-1	6	13	4	-4	-13	8
Cc1ccc2cccc(NC(=S)NC(=O)c3ccccc3)c2n1	4	5	-22	-22	4	4	-3	15	-2	-6	45
O=C(NCc1ccccc1)c1cccc(S(=O)(=O)NCc2ccccc2)c1	-10	-5	9	-7	4	1	7	-12	1	17	-14
O=C(CN1CCN(CC(=O)Nc2ccccc2F)CC1)Nc1cccc(F)c1	-9	23	-10	5	2	1	-1	32	-33	2	-6
CCS(=O)(=O)N1CCC(C(=O)NCCCOC)CC1	-2	-8	-10	17	-1	14	2	14	-12	15	15

Continued.
SMILES	NOD2 RIPK2 PPI	LRH-1 inv ag	TROY NFkB inh	NCOA1 inh	Granule exo inh	ABHD5-PLIN5 inh	TLR9-MyD88 block	NR2F2 inh	NCOA2 inhibitor	NCOA3 inh	TWEAK-Fn14 inh
CCOc1ccc(NC2c3ccccc3C(=O)N2Cc2ccco2)cc1 (stereo not given)	-13	-4	6	-8	14	-9	-4	16	3	-19	-1
Cc1ccc(NC(=O)Cn2cnc3cc([N+](=O)[O-])ccc3c2=O)cc1	-3	10	14	-2	-4	-4	-6	18	-1	13	-11
COc1cc(OC)c(NS(=O)(=O)c2cc3[nH]c(=O)c(=O)[nH]c3cc2C)cc1Cl	3	-17	-1	4	0	3	-7	9	3	13	12
Cc1ccc(S(=O)(=O)NCc2ccccc2)cc1C(=O)N1CC(C)CC(C)C1 (stereo not given)	2	3	15	-11	-6	5	19	3	2	-5	-2
Cc1cnc(C(=O)Nc2nnc(C3CC3)s2)cn1	-9	-40	-23	-18	-2	2	3	-9	-12	-13	4
COc1ccc(Cl)cc1NC(=O)COC(=O)CCCN1C(=O)c2ccccc2C1=O	-4	-11	10	-3	-1	4	8	0	4	-6	-18
Cc1ccc(S(=O)(=O)N(C)CC(=O)NCCCc2ccccc2)cc1	-26	-8	-2	-9	-4	-2	-6	12	27	4	-25
COc1ccc(CCNC(=O)[C@@H](NC(=O)N2CCn3c2nc2ccccc23)C(C)C)cc1OC	11	6	-11	-32	0	11	-5	8	-5	-4	18
CCCc1ccc(C(=O)CCC(=O)NNC(=O)c2ccncc2)cc1	2	-10	14	2	-7	0	-3	-13	20	-15	0
COc1ccccc1C(=O)N1CCN(c2cccc(Cl)c2)CC1	2	20	22	1	1	-1	3	22	-7	12	12
CC(=O)c1ccc(N(C(=O)CNC(=O)c2ccco2)C(C(=O)NC2CCCC2)c2ccncc2)cc1 (stereo not given)	-80	-1	-10	-5	-10	5	12	-21	-3	-8	20
Cc1nc2c(ccc3nc(NC(=O)Cc4cccc5ccccc45)sc32)s1	6	-2	-24	-16	2	6	5	8	-36	3	38
CCCCOc1ccc(C(=O)N/C(=C/C=C/c2ccccc2)C(=O)NCCCO)cc1	2	-4	11	16	6	-3	-2	3	7	17	11
CSc1ncccc1C(=O)NCc1ccccc1Cl	-1	11	-5	-8	-4	-1	2	10	-13	-4	-7
COc1ccc(C(O)(C(C)C)C(CN2CCOCC2)c2ccccc2)cc1 (stereo not given)	8	3	-13	2	-4	9	5	-4	-10	12	3
COc1ccc(N/C=C/C(=C(C#N)C#N)N(C)C)cc1	-20	11	-26	-2	-2	-4	.	-14	-5	3	-4
O=C(c1ccc(Cl)cc1)c1oc2ccccc2c1CS(=O)c1ccc(Cl)cc1 (stereo not given)	0	6	10	-4	2	2	5	-5	-20	28	30
O=S(=O)(Nc1ccc(-c2ccc(N3CCOCC3)nn2)cc1)c1ccc(Cl)c(Cl)c1	3	-16	22	5	2	-5	-6	-14	2	0	10
O=C(COC(=O)c1ccc2c(c1Cl)C(=O)c1ccccc1C2=O)NC1CCCCC1	-7	6	12	-1	4	3	1	-12	-38	2	-17
C/C(CC(C)(C)c1ccccc1)=N\NS(=O)(=O)c1ccccc1	-2	-1	1	-15	-2	-1	-2	-1	3	13	5
O=C(CSc1nnc(-c2cccnc2)o1)Nc1cccc(F)c1	-4	-64	-10	-27	-1	-7	2	-15	-34	-51	-15
COCc1cc(=O)n2[nH]c(C)cc2n1	-8	19	-1	-10	1	-1	3	2	-14	8	2
Nc1[nH]c(C(=O)c2ccc(Br)cc2)c(-c2ccc(Br)cc2)c1C(=O)NCCc1c[nH]c2ccccc12	2	-23	-27	.	16	-14	.	-1	-5	.	12
O=C(CN1CCNC(=O)C1)NCCc1ccc(Cl)cc1Cl	-11	-1	12	-2	0	3	4	2	14	18	8
O=C1c2ccccc2S(=O)(=O)c2cc(C(=O)N3CCC(N4CCCC4)CC3)ccc21	-3	8	13	-2	0	6	7	2	-2	-5	-26

Going on with the list.
SMILES	NOD2 RIPK2 PPI	LRH-1 inv ag	TROY NFkB inh	NCOA1 inh	Granule exo inh	ABHD5-PLIN5 inh	TLR9-MyD88 block	NR2F2 inh	NCOA2 inhibitor	NCOA3 inh	TWEAK-Fn14 inh
O=C(/C=C/c1cccc(Cl)c1)OCc1cn2cc(Cl)ccc2n1	-2	0	7	0	-2	2	3	-6	2	-13	-15
Cc1[nH]c2ccc(F)cc2c1CCNC(=O)C1CCCCC1C(=O)OCC(F)(F)F (stereo not given)	5	-19	-4	3	-2	-5	-10	13	1	8	-2
CCN(c1ccc(OC)cc1)S(=O)(=O)c1ccc(-c2ccc(=O)[nH]n2)o1	-4	26	-3	8	5	8	1	5	-23	24	0
C[C@@H](NC(=O)c1ncn2c1c(=O)[nH]c1ccc(Br)cc12)c1ccccc1	4	6	-4	-7	1	0	-3	6	15	-23	1
CN1CCCC(OC(=O)COc2ccc(Br)cc2)C1 (stereo not given)	-6	12	3	-6	18	7	-7	12	-4	7	-1
COc1ccc(/C=C2\SC(=S)N(Cc3cccnc3)C2=O)cc1C	4	-3	-20	-2	-1	-3	-3	-1	2	-8	-45
CCOc1ccc(C(CC(=O)O)NC(=O)Cc2ccc(Cl)cc2)cc1 (stereo not given)	-10	-3	6	23	6	0	3	-4	-9	8	4
O=C(Nc1ccc2nc(-c3ccc(Br)o3)[nH]c2c1)c1ccco1	-3	-57	21	-16	6	3	-2	-37	-27	-5	5
O=C(Cn1cnc([N+](=O)[O-])n1)N/N=C/c1ccccc1O	-1	-4	-41	-24	-1	2	-7	6	-8	23	-27
CCOC(=O)CN(c1ccccn1)S(=O)(=O)c1ccccc1	-2	4	-19	9	2	1	3	-3	8	17	8
N#C/C(=C/c1ccc(-c2ccc(S(=O)(=O)N3CCOCC3)cc2)o1)C(=O)NC1CC1	-7	30	3	0	4	10	-2	6	-6	1	13
COc1ccccc1NC(=O)/C(C#N)=C/C=C/c1ccco1	-7	-19	-4	-2	2	-4	-7	-18	-28	3	-21
Cc1cccc(N(C(=O)Cc2cccs2)C(C(=O)NC2CCCC2)c2ccsc2)c1 (stereo not given)	1	12	-11	-7	-2	-3	2	-19	13	-3	-2
O=C(NCc1ccco1)C1CC(=O)N(CCc2ccccc2)C1 (stereo not given)	-6	21	3	-2	-3	7	1	5	4	3	20
COc1ccc2[nH]c(=O)c(CN(C(=O)c3ccncc3)C(C)(C)C)cc2c1	5	6	-12	5	-2	5	7	6	19	10	12
CC(=O)c1ccc(S(=O)(=O)N2CCN(c3ccnc4cc(Cl)ccc34)CC2)cc1	4	11	25	20	-10	-2	-6	34	4	13	9
